# Source: PubChem
# TDP1 inh: TDP1 (human) enzyme inhibition; Potency, µM (titrated, usually from 130 µM), for the others: top-dose activity change, negative = inhibition, actives largely listed as inhibitors; recombinant TDP1, AlphaScreen DNA substrate cleavage; 0.28% of 350,000 active; also: nearly all actives have a fitted effect of over 40% in size
# Target sequence (Q9NUW8 whole entry, looked up): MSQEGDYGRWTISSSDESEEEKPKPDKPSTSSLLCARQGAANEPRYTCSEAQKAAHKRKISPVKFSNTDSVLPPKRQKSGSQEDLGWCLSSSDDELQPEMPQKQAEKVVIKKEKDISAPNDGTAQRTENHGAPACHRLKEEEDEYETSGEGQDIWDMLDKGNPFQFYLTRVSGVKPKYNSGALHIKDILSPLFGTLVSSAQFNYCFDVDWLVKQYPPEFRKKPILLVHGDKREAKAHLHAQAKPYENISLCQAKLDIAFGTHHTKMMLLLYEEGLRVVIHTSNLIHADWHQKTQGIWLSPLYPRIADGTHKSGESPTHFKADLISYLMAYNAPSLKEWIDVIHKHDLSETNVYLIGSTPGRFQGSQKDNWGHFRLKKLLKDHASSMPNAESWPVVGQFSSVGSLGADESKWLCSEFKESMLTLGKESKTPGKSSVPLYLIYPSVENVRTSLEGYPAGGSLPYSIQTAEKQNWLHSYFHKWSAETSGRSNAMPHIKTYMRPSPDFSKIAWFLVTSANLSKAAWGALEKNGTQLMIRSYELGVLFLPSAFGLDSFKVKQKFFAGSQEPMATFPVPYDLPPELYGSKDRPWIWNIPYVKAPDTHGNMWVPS
#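 Tdp1 1 nM final; 15 min RT w/ cpd; substrate 15 nM, 5 min; beads 10 ug/ml, 10 min; AlphaScreen read. Neg ctrl: no enzyme.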
# DT40 TDP1 no CPT: qHTS for Inhibitors of human tyrosyl-DNA phosphodiesterase 1 (TDP1): qHTS in cells in absence of CPT. DT40 Tdp1-/- hTDP1 cells, no CPT, ATP luminescence, 48 h. 15% of 420,000 active. Potency, µM (titrated, usually from 46.2 µM), without a hit: top-dose activity change, negative = growth inhibition, most hits filed as inhibitors; also: nearly all actives have a fitted effect of over 55% in size
#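 Compound effects on proliferation are scored in DT40 Tdp1-/-;hTDP1 cells in the absence of CPT. ATP levels (CellTiter-Glo luminescence) are recorded after a ≥48 hr, 37 °C incubation.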
# DT40 TDP1 CPT: DT40-hTDP1 cell growth loss with CPT. chicken DT40 Tdp1-/-;hTDP1 cells + 20 nM CPT, ATP luminescence, 48 h. Potency, µM (highest dose often 46.2 µM), for the others: at the highest dose activity change, negative = growth inhibition, actives largely listed as inhibitors. 12% of 420,000 active. AID 686979; also: nearly all actives have a fitted effect of over 55% in size
#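 Chicken DT40 Tdp1-/- cells stably complemented with human TDP1 were seeded at 400 cells/well in medium containing 20 nM camptothecin, exposed to pin-transferred compounds, and grown at 37 °C for at least 48 hr. Viability was read as ATP luminescence.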
# An asterisk follows results filed as active; ? = inconclusive; . = no result given; & = joins results of further samples; [ ] = remark or other dose. Calls follow the shape of the dose curve; as a rule, active = well fitted curve in the direction sought with a large enough effect; inconclusive = small, poorly fitted or top-dose-only effect, or another doubt; inactive = no such curve, though single readings can be large; an effect the other way counts as inactive or inconclusive. % is scaled to controls: 0 for no effect and ±100 for the full control effect; potency is read from the fitted curve at half-maximal effect.
1: Cc1cc(C)cc(NC(=O)c2cc(S(=O)(=O)NCCC3=CCCCC3)ccc2F)c1
2: NC1=NC2OC(CO)C(O)C2O1 (centres undefined)
3: COc1ccc(C(=O)NC2c3ccccc3-c3ccccc32)cc1
4: CCn1nnc2cc(C(=O)NCCc3ccccc3F)ccc21
5: Cc1cc(S(=O)(=O)NCC(c2ccco2)S(=O)(=O)c2ccccc2)ccc1F (centres undefined)
6: CC(Nc1nc(-c2ccccc2)nc2ccccc12)c1ccccc1 (centres undefined)
7: Nc1nnc(N2CCCCC2)s1
8: CCOC(=O)C(NC(=O)Nc1ccc(F)cc1)(OCC)C(F)(F)F (centres undefined)
Assay by compound | 1 | 2 | 3 | 4 | 5 | 6 | 7 | 8
TDP1 inh | 2.6% | . | 1.8% | 6.3% | -2.6% | 0.0% | -2.9% | 2.6%
DT40 TDP1 no CPT | ? | -3.1% | ? | -15.0% | ? | ? | 4.8% | 9.1%
DT40 TDP1 CPT | ? | 1.3% | ? | 14.1% | -17.0% | ? | 0.3% | 32.3%[activator]

9: Oc1ccccc1-c1cc(-c2ccccc2)n[nH]1
10: CC1(C)NC(=O)N(CC(O)COc2ccccc2-c2ccccc2)C1=O (centres undefined)
11: NC(=O)c1ccccc1OCC(=O)N1CCCc2ccccc21
12: C=CCC[C@@H](Cc1ccc(F)cc1)C(=O)OC[C@@H](Cc1c[nH]c2ccccc12)NC(=O)[C@H](CC=C)CC(=O)NCCO
13: Cc1nn(Cc2ccccc2Cl)c(C)c1C(=O)NCc1ccco1
14: CC(C)N(C(=O)c1nn(C)c2c1CSc1ccccc1-2)C1CCCCC1
15: Cc1ccccc1OCC(O)CN1CCN(CC(O)COc2ccccc2C)CC1 (centres undefined)
16: COc1ccc(CC(=O)Nc2cc(S(C)(=O)=O)ccc2Cl)cc1S(=O)(=O)N1CCOCC1
Assay by compound | 9 | 10 | 11 | 12 | 13 | 14 | 15 | 16
TDP1 inh | -1.1% | 5.0% | 0.5% | 3.3% | 4.8% | 1.2% | 3.4% | .
DT40 TDP1 no CPT | ? | 5.2% | ? | 18.4µM* | -15.6% | 10.3µM* | ? | 1.3%
DT40 TDP1 CPT | ? | -27.9% | ? | ? | -9.4% | 20.6µM* | ? | -2.1%

17: CC1SCC(NC(=O)c2ccc(Cl)cc2)CS1 (centres undefined)
18: CCOc1cc(/C=N/NC(=O)C(OC)c2ccccc2)ccc1O (centres undefined)
19: C1=C(c2ccccc2)Nc2nnnn2C1c1cccs1 (centres undefined)
20: COc1cccc(CNc2nc3cc(-c4cccc(C(F)(F)F)c4)sc3c(=O)n2C)c1OC
21: COc1ccc(/C=C2\SC(N3CCCCC3)=NC2=O)cc1
22: C[C@@]12C(=O)N(CC3CCCO3)CC(=O)N1[C@@H]1c3ccccc3OC[C@@H]1[C@@H]2c1ccccc1 (some centres undefined)
23: CN(CC(=O)Nc1ccc(F)c(F)c1F)C(=O)c1ccc2c(c1)NC(=O)CS2
24: CC1(C)NC(C)(C)C(O)(C(N)=O)C1=O (centres undefined)
Assay by compound | 17 | 18 | 19 | 20 | 21 | 22 | 23 | 24
TDP1 inh | 4.1% | 5.0% | -1.0% | . | . | . | 1.2% | 2.0%
DT40 TDP1 no CPT | -8.2% | 10.8% | ? | ? | ? | -22.6% | ? | 11.6%
DT40 TDP1 CPT | -5.2% | -0.4% | -18.1% | ? | 11.6µM* | -1.0% | ? | -1.2%

25: Clc1ccc(-c2ccnc(-n3cccc3)n2)s1
26: Cc1cccc(CNc2ccnc(-c3cccc(C#N)c3)n2)c1
27: Cc1nc(-c2ccc(Cl)cc2)sc1C1(C)CC(c2ccncc2)=NO1 (centres undefined)
28: CCc1ccc(NCc2cc3c(C)nn(-c4ccccc4)c3[nH]c2=O)cc1
29: CC(OC(=O)c1ccc(-n2cnnn2)cc1)C(=O)Nc1ccccc1F (centres undefined)
30: CCc1ccccc1NC(=O)CSc1nc(C)c(C(=O)Nc2ccccc2)c(-c2ccc(Cl)cc2)c1C#N
31: CCc1nc2ccc(C(=O)N3CCN(c4cccc(Cl)c4)CC3)cc2nc1CC
32: COC(=O)c1ccccc1NC(=O)CN1CCN(C23CC4CC(CC(C4)C2)C3)CC1
Assay by compound | 25 | 26 | 27 | 28 | 29 | 30 | 31 | 32
TDP1 inh | 2.7% | . | . | 8.8% | -0.2% | -0.4%[12.3 µM] | 0.9%&-0.5% | 0.0%
DT40 TDP1 no CPT | 9.8% | ? | ? | 12.6µM* | -17.7% | ? | ? | ?
DT40 TDP1 CPT | -10.5% | ? | ? | 20.6µM* | -16.8% | ? | ? | 29.1µM*

33: CCOC(=O)C1=C(O)/C(=C/N(C)C)N=C1C
34: COC(=O)c1ccc(-n2cnc(Cl)n2)c(F)c1
35: CCSc1nnc(NC(=O)c2ccc(Br)s2)s1
36: CCOc1ccc(CNC2CCCc3ccccc32)cc1 (centres undefined)
37: CC(=O)c1ccc(OCc2cn(CC(=O)c3ccc(O)cc3)nn2)c(C)c1
38: CCOC(=O)N1CCN(C(=O)c2ccc(NC(C)=O)cc2)CC1
39: C=CCc1cc(C)ccc1OCCOCCC(C(=O)OCC)C(=O)OCC
40: COc1cccc(NC(=O)CCP(C)(=O)O)c1
Assay by compound | 33 | 34 | 35 | 36 | 37 | 38 | 39 | 40
TDP1 inh | -1.0% | 5.9% | 5.4% | 3.6% | . | 8.0% | 2.8% | 6.2%
DT40 TDP1 no CPT | -26.9% | 8.4% | ? | ? | 1.2% | -8.8% | -21.8% | -10.5%
DT40 TDP1 CPT | -4.5% | 9.1% | -24.9% | ? | 2.8% | 0.1% | 11.3% | 2.5%

# Four records drawn at random from those above, as already listed:
34: COC(=O)c1ccc(-n2cnc(Cl)n2)c(F)c1
37: CC(=O)c1ccc(OCc2cn(CC(=O)c3ccc(O)cc3)nn2)c(C)c1
35: CCSc1nnc(NC(=O)c2ccc(Br)s2)s1
36: CCOc1ccc(CNC2CCCc3ccccc32)cc1 (centres undefined)
Assay by compound | 34 | 37 | 35 | 36
TDP1 inh | 5.9% | . | 5.4% | 3.6%
DT40 TDP1 no CPT | 8.4% | 1.2% | ? | ?
DT40 TDP1 CPT | 9.1% | 2.8% | -24.9% | ?

# Later entries.
41: CC(C)COc1ccc(C(=O)NNC(=O)CCC(=O)c2cccs2)cc1
42: CC(C)C1C(=O)N(Cc2cn(CCC3OCCO3)nn2)CCS(=O)(=O)N1Cc1ccc(-c2ccncc2)cc1 (centres undefined)
43: COc1cccc(/C=C2\SC(=O)N(CCC(=O)NNC(=O)c3ccccc3Cl)C2=O)c1
44: COc1ccc(CC(=O)n2nc(-c3ccccc3)nc2NCc2ccco2)cc1
45: COc1ccccc1N1CCN(C(=O)c2cccc(S(=O)(=O)NCc3cccnc3)c2)CC1
46: Cc1ccc(C(C)C)cc1S(=O)(=O)Nc1cccnc1
47: CCOC(=O)c1ccc(NC(=O)C2(N3C(=O)c4ccccc4C3=O)CCCC2)cc1
48: CCc1nc2cccnc2n1-c1ccc(C(=O)O)cc1
Assay by compound | 41 | 42 | 43 | 44 | 45 | 46 | 47 | 48
TDP1 inh | -3.8% | . | 0.6% | 4.1% | 2.0% | 3.6% | . | .
DT40 TDP1 no CPT | -12.0% | -27.7% | -16.3% | -23.3% | ? | -2.5% | 2.1% | 7.9%
DT40 TDP1 CPT | -2.1% | -27.2% | 0.5% | ? | 16.4µM* | 5.3% | -6.0% | 3.1%

49: c1ccc(C(c2ccccc2)c2noc(CN3CCN(C4CCCC4)CC3)n2)cc1
50: O=C(Nc1ncccc1O)c1ccc(Oc2ccccc2)cc1
51: CCN(CC)CCn1c(N)nc2ccccc21
52: Cc1cccc(C(=O)Nc2c3c(nn2-c2ccc(Cl)cc2)CS(=O)(=O)C3)c1
53: COc1ccc(N2CCCC2)c(NC(=O)c2ccc([N+](=O)[O-])o2)c1
54: CC1C(=O)Nc2ccccc2N1C(=O)C1CC1 (centres undefined)
55: COc1ccccc1-n1nnnc1SCC(=O)N(CC(C)C)C1CCS(=O)(=O)C1 (centres undefined)
56: NS(=O)(=O)c1ccc(NC(=S)Nc2ccc(OCc3ccccc3)cc2)cc1
Assay by compound | 49 | 50 | 51 | 52 | 53 | 54 | 55 | 56
TDP1 inh | 0.0% | -1.3% | 5.2% | 7.8% | 19.3% | 1.0% | 1.7% | 5.4%
DT40 TDP1 no CPT | 20.6µM* | ? | -1.1% | -26.2% | 18.4µM* | -3.9% | -1.3% | ?
DT40 TDP1 CPT | ? | ? | 2.8% | -18.6% | 7.31µM* | 0.5% | -12.1% | ?

57: CCCCN(C)CCCNC(=O)c1cccc(N2CCCC2=O)c1
58: O=C(Nc1ccccc1)OCCc1ccccc1
59: Clc1ccc(Cl)c(-c2nn3c(COc4ccccc4)nnc3s2)c1
60: CCN(CC)S(=O)(=O)c1ccc2c(c1)NC(=O)C1CCCN21 (centres undefined)
61: CCOc1ccc(NC(=O)c2ccncc2)cc1
62: C/C=C/C(=O)Nc1cccc(C2=NOC3(C2)C[C@@H](C(N)=O)N(C(=O)C(c2ccccc2)c2ccccc2)C3)c1 (some centres undefined)
63: O=C1/C(=C/c2cccs2)NC(=S)N1C1CC1
64: COc1ccc(Cl)cc1NC(=O)CSc1nnc(CNC(=O)c2cccs2)o1
Assay by compound | 57 | 58 | 59 | 60 | 61 | 62 | 63 | 64
TDP1 inh | 0.5% | . | -2.3% | . | 3.3% | 3.5% | -3.8% | 1.6%
DT40 TDP1 no CPT | -14.0% | ? | ? | -27.9% | -6.9% | ? | -9.3% | 0.8%
DT40 TDP1 CPT | -20.7% | -25.9% | 16.4µM* | -23.8% | -9.5% | ? | -6.0% | 5.2%

# In another format: results already given.
16) COc1ccc(CC(=O)Nc2cc(S(C)(=O)=O)ccc2Cl)cc1S(=O)(=O)N1CCOCC1
- TDP1 inh: .
- DT40 TDP1 no CPT: 1.3%
- DT40 TDP1 CPT: -2.1%
17) CC1SCC(NC(=O)c2ccc(Cl)cc2)CS1 (centres undefined)
- TDP1 inh: 4.1%
- DT40 TDP1 no CPT: -8.2%
- DT40 TDP1 CPT: -5.2%

# New compounds follow:
65: CCCNC(=O)c1ccc(COc2ccc(CCC)cc2OC)o1
66: COc1ccc(NC(=O)CCCNC(=O)c2ccc(Cl)cc2)cc1OC
67: COc1cc2c(cc1OC)C(COc1ccc(F)cc1)N(C(=O)C(C)C)CC2 (centres undefined)
68: O=Cc1cccc(OC(=O)Nc2ccccc2)c1
69: CCOC(=O)N1CCC(NC(=O)c2ccc3c(c2)N(Cc2ccc(F)cc2)C(=O)c2ccccc2S3(=O)=O)CC1
70: Cc1onc(-c2c(F)cccc2Cl)c1C(=O)NC1CC1
71: COc1ccc(NC(=O)N(C)C[C@@H]2OCc3cnnn3CCCC(=O)N([C@H](C)CO)C[C@@H]2C)cc1
72: CCCCNC(=O)C(=O)Nc1ccc2c(c1)N(S(=O)(=O)c1cccs1)CCC2
Assay by compound | 65 | 66 | 67 | 68 | 69 | 70 | 71 | 72
TDP1 inh | . | . | 7.8% | . | 8.1% | 3.7% | . | .
DT40 TDP1 no CPT | 14.6µM* | 3.1% | ? | ? | ? | 4.3% | -2.8% | 1.84µM*
DT40 TDP1 CPT | ? | 0.1% | ? | 7.9% | ? | -10.8% | -9.1% | 2.59µM*

73: COc1ccc(CNC(=O)c2cc(Nc3ccc(C)cc3C)nc3ccccc23)cc1
74: COc1ccc(C(=O)/C=C(\C)Nc2ccc3c(c2)OCO3)cc1
75: CC(C)C[C@@H](COc1ccccc1)N1CCN(Cc2ccccc2)CCC1=O
76: COC(=O)c1ccc(OC)c(CSc2nnc(-c3ccc(C)cc3)o2)c1
77: CCCCCCCCCCC(CO)CCCCCCCC (centres undefined)
78: CN(C)c1ccc(-c2n[nH]c(=S)n2-c2ccccc2)cc1
79: NC(=O)c1cc(NC(=O)COC(=O)CCCN2C(=O)c3cccc4cccc(c34)C2=O)cc(C(N)=O)c1
80: CCn1cc([N+](=O)[O-])c(C(=O)Nc2nc3ccc(OC)cc3s2)n1
81: CCCCCCCCCCCC(=O)NC(C(=O)O)C(O)c1ccccc1 (centres undefined)
82: CC(C)c1nnc(SCC(=O)N2CCc3ccccc32)n1N
83: CCN(Cc1ccccc1)C(=O)CSc1n[nH]c(N)n1
Assay by compound | 73 | 74 | 75 | 76 | 77 | 78 | 79 | 80 | 81 | 82 | 83
TDP1 inh | 2.3% | 1.9% | . | . | 2.1% | 5.5% | -10.0% | 0.0% | -1.2% | 0.0% | 6.6%
DT40 TDP1 no CPT | 20.6µM* | -23.9% | ? | -2.6% | -15.2% | -16.3% | -13.8% | -3.8% | 5.6% | -13.7% | 0.6%
DT40 TDP1 CPT | 18.4µM* | -16.2% | ? | -2.5% | -25.3% | 0.7% | -5.7% | -13.6% | -0.1% | 7.2% | 6.1%
